# SR-BI DiI inh – inhibitors of mouse SR-BI mediated HDL lipid uptake | Q61009 | ldlA[mSR-BI] CHO cells, DiI-HDL uptake fluorescence, 3 h | inhibition, % at 12.5 µM | 320,000 compounds, 0.96% hits | AID 488896;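 active = mean replicate inhibition of at least 70% and a set share of replicates each scoring 70 or more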;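 note: 0% = median of neutral control wells and 100% = median of positive control wells; values of inactives mirror those of a sister screen read the other way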
# SUMO Mot1 rescue – blocks SUMOylation pathway, rescuing yeast Mot1-301 growth; S. cerevisiae Mot1-301 growth rescue, ATP luminescence, 38.5C; percent above DMSO median, 100 means doubled; growth rescue, % at 18.8 µM; 320,000 compounds, 1% hits; AID 2716;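 active = every valid replicate shows activation above 250% relative to neutral control wells; inactive = the rest, any valid replicate at or below 250%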;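 note: OY570 slx delta 5 strain wells were the positive control but not used for scaling; some compounds called inactive have numbers as strong as hits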
# CDK5 inh – inhibitors of human CDK5/p35 kinase; Recombinant CDK5/p35, ADP-Glo luminescence, 60 min; Q00535+Q15078; inhibition, % at 10 µM; 330,000 compounds, 0.01% hits;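 active = highest replicate inhibition of at least 50% and at least 75% of replicates reaching 50%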;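 note: plate controls were DMSO neutral control for no effect and GW8510 at 10 µM for full effect; many of its hits are not listed in these tables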
# PKA-R1A act – activates the PKA-R1A holoenzyme complex | 340,000 compounds, 0.083% hits | P00514+P68181 | PKA-R1A dissociation, Cy5-IP20 fluorescence polarization; scaled: DMSO 0%, 113 µM cGMP 100% | activation, % at 11.4 µM;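 active = percent activation above the mean of all tested compounds plus 3 SD, cut at about 19% in these data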;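 note: higher means more PKAc released from R1A so a rise in polarization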
# dFosB activator – enhances mouse delta FosB homodimer DNA binding; P13346; purified delta FosB, TAMRA-CDK5 oligo fluorescence polarization; percent of positive-control signal above neutral wells; activation, % at 25 µM; 340,000 compounds, 0.99% hits; AID 493131;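 active = mean activation above about 17%, with every replicate also reaching it, limit read from the data, passing the limit was not always enough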;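 note: fluorescence polarization rise as delta FosB binds a TAMRA Cdk5 AP-1 oligo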
# MITF TRPM1 HTS – activators of MITF-driven TRPM1 promoter activity in SK-MEL-5 cells; activation, % at 12.5 µM; SK-MEL-5 TRPM1-promoter luciferase, 24 h; % of positive control, neutral wells = 0; 300,000 compounds, 0.75% hits;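 active = mean activation of at least 80% with every replicate also reaching 80%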;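 note: 0% = neutral control wells and 100% = parthenolide positive control wells; values of inactives mirror those of a sister screen read the other way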
# Arrestin-AP2 inh – blocks beta-arrestin peptide binding to AP2 adaptin | FITC-arrestin peptide / GST-AP2 beads, flow cytometry; AP2 beta2 appendage carries R879A mutation | inhibition, % at 10 µM | 340,000 compounds, 0.31% hits;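 active = inhibition above a set limit, near 3 SD of compounds lacking own fluorescence, cut at about 54% in these data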;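 note: plate controls were DMSO wells for no effect and 5 µM unlabelled arrestin peptide for full effect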
#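 System: GST-tagged AP2 beta2-adaptin appendage (R879A) on 4 µm glutathione beads / Reagent: FITC-arrestin peptide, 50 nM / Detection: HyperCyt-sampled flow cytometry, FL1 channel, ex 488/em 535 nm / Timing: 12 min plus 1 h, RT / Buffer or medium: PBS plus Tween 20 (0.05%) and BSA (0.1%)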
# SR-BI uptake up – SR-BI HDL lipid transfer activation. CHO ldlA[mSR-BI] cells, DiI-HDL uptake fluorescence, 3 h; 100 = double the neutral-control signal. AID 504775. 320,000 compounds, 0.096% hits. activation, % at 12.5 µM;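 active = mean replicate activation of at least 60% and every replicate at or above 60%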;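 note: 0% = median plate neutral-control signal and 100% = twice that signal; values of inactives mirror those of a sister screen read the other way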
#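 system = CHO ldlA[mSR-BI] cells, LDL receptor-null, SR-BI overexpressing | medium = Ham's F12 with 0.5% BSA, HEPES 25 mM, pH 7.4 | probe or stimulus = DiI-HDL 10 µg/mL | compound dosing = single-point compound dose | incubation = compound exposure 3 h, 37 °C | technique = DiI fluorescence, bottom read | read-out = cell-associated DiI fluorescence as measure of HDL uptake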
# PKA-R2B act – activates the human PKA-R2B holoenzyme complex. PKA-R2B holoenzyme dissociation, Cy5-IP20 fluorescence polarization; R2B truncated from residue 108, S112A mutant; 0% DMSO only, 100% 113 µM cGMP. P22694+P31323. 340,000 compounds, 0.079% hits. activation, % at 11.4 µM;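 active = activation above a cutoff set at the mean over all compounds plus 3 SD, cut at about 18% in these data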;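 note: higher means more holoenzyme dissociation and a rise in polarization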
# NSD2 inh – NSD2 (human) methyltransferase inhibition; O96028; NSD2 peptide methylation, AlphaScreen, 120 min; inhibition, % at 12.5 µM; 310,000 compounds, 0.54% hits; in the data active = inhibition above about 50%
# DSG3 Ab inh – blocks pemphigus antibody binding to human desmoglein-3. AID 588358. binding (percent of control), % at 10 µM. P32926. DSG3-coupled beads, scFv-anti-DSG3-GFP binding, flow cytometry; hits give low values. 310,000 compounds, 0.48% hits;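 active = binding more than 3 SD below its plate's average and above zero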;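 note: hits lower antibody fragment binding to DSG3; some compounds called inactive have numbers as strong as hits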
# Target sequence (P32926 whole entry, looked up, the tested form may be a part): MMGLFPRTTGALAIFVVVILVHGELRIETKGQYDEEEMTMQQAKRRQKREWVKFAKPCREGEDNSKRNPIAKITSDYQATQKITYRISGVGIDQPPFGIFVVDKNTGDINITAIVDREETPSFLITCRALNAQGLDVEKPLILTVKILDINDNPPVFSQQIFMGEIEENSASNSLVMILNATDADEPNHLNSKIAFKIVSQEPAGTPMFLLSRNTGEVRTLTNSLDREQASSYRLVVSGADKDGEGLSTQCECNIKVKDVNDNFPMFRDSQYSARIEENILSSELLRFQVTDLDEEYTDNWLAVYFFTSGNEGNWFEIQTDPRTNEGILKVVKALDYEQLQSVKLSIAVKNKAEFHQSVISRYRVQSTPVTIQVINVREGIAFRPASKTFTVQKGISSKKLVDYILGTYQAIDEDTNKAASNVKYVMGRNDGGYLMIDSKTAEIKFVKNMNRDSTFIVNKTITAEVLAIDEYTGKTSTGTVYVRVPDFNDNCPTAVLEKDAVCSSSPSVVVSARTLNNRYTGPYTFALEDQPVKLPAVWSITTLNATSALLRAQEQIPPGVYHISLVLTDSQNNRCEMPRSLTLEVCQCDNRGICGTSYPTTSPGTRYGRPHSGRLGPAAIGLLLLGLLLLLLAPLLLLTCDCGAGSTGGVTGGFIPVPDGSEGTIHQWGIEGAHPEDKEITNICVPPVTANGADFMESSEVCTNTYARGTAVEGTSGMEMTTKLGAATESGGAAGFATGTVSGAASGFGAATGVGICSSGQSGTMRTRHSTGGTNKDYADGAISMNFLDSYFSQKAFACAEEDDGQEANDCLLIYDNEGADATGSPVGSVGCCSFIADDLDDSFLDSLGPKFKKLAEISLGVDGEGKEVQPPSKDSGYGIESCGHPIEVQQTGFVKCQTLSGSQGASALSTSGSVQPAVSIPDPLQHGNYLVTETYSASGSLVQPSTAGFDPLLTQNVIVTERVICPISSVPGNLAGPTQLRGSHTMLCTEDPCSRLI
# * = called active by the depositor; i = inactive; · = no result given. Random draw from the library. About 4.7% of those tested had a hit in this group.
SMILES,SR-BI DiI inh,SUMO Mot1 rescue,CDK5 inh,PKA-R1A act,dFosB activator,MITF TRPM1 HTS,Arrestin-AP2 inh,SR-BI uptake up,PKA-R2B act,NSD2 inh,DSG3 Ab inh
COc1ccc(NC(=O)Cn2c([N+](=O)[O-])cnc2C)cc1Cl,-44,-13,0.3,6,4,9,27,44,-13,1,97
COc1ccc(S(=O)(=O)NC(C)C(=O)Nc2ccccc2C(F)(F)F)cc1 (centres undefined),-3,2,-0.3,1,-6,-4,-11,3,-10,-1,100
CCOC(=O)c1csc(NC(=O)c2ccc(N3C(=O)CCC3=O)cc2)n1,16,-8,-2.4,3,-6,-12,·,-16,4,-3,103
O=C(Nc1ccc2[nH]ncc2c1)c1ccccc1Br,-20,i,-0.8,-1,3,64,39,20,-3,1,106
CCN(Cc1ccccc1)C(=O)C1CCN(Cc2sccc2C)CC1,-4,2,-0.5,8,-3,-2,20,4,-5,3,109
C/C(=N\N=C(N)N)c1cccc(Cl)c1,-23,3,0.1,0,-4,6,-1,23,1,-4,113
COc1ccc(CC(NC(C)=O)C(=O)NC2CCN(c3nnnn3-c3ccccc3)CC2)cc1 (centres undefined),-12,-6,-0.5,-8,-1,-3,0,12,-5,-2,97
CC(C)Cn1cc(C(=O)N2CCC(C)CC2)c2c3ccccc3n(C)c2c1=O,·,82,-1.3,-11,-13,4,41,·,-7,·,103
O=C(O)c1cccc(Nc2nc(Nc3ccccc3)nc(N3CCCC3)n2)c1,-26,4,-3.2,-6,-2,-24,20,26,-5,-1,99
O=C(Nn1cnnc1)c1cc2c(s1)CCCC2,-12,762,-4.1,-6,-8,1,5,12,-2,1,113
CC1CN(c2ncnc3c2oc2ccccc23)CC(C)O1 (centres undefined),12,-25,-0.2,-7,-15,5,4,-12,-1,-2,103
COc1ccc(N(CC(=O)Nc2c(C)n(C)n(-c3ccccc3)c2=O)S(=O)(=O)c2ccc(F)cc2)cc1,-29,·,-0.7,-4,-6,3,-3,29,0,2,102
O=C1CC(C(=O)N2CCCc3ccccc32)CN1c1ccc(Cl)cc1 (centres undefined),·,11,0.6,6,-4,-2,5,·,-3,0,119
CC(C)(C)c1cc(OC(=O)c2ccccc2F)ccc1O,-3,21,-1.3,-3,-19,-1,21,3,-11,1,106
CCOC(=O)c1cnc2c(cnn2C)c1NCCCN(C)C,-19,·,-0.9,-14,-18,0,-4,19,-2,26,99
O=C(NCc1cccnc1)c1ccc2c(c1)C(=O)N(Cc1ccccc1)C2=O,-7,-6,0.9,-5,-2,-7,3,·,4,0,107
CN(CC1CCCN(CCc2ccc(F)cc2)C1)C(=O)CCC(N)=O (centres undefined),-17,-2,0.5,-3,3,1,3,17,2,-1,94
O=C(Nc1ccc(Cl)c(Cl)c1)Nc1nnc(-c2ccncc2)s1,6,-26,1.4,-7,-5,-6,0,-6,-10,-3,94
CC(C)CNC(=O)NC1(C(F)(F)F)Oc2ccccc2O1,-24,-2,0.9,-8,2,-9,-1,24,8,-2,·
COc1ccccc1N1CCN(S(=O)(=O)c2c[nH]c(=O)[nH]c2=O)CC1,-11,-18,-0.7,7,-3,4,1,11,10,0,102
O=c1c(OC2OC(CO)C(O)C(O)C2O)c(-c2ccc(O)c(O)c2)oc2cc(O)cc(O)c12 (centres undefined),11,-1,-3.7,-8,9,11,12,-11,-2,·,113
CCN(CC)c1ccc(/C=N/NS(=O)(=O)c2ccc(CNC(C)=O)cc2)cc1,4,-1,0.2,-1,-6,-16,0,-4,-3,1,108
O=C(CSc1nnnn1-c1ccccc1)Nc1ccc(N2CCOCC2)c(Cl)c1,4,-11,2.2,6,3,-5,-20,-4,2,-2,100
CCOc1ccc(C(=O)CCCC(=O)c2ccc(OCC)cc2)cc1,-8,3,1.2,-1,-7,·,11,8,-3,-5,94
CC[C@@H](C)[C@H](N)C(=O)NC[C@H]1O[C@@H](n2cnc3c(N)ncnc32)[C@H](O)[C@@H]1O,-10,·,0.5,-9,-8,6,9,10,-7,·,101
CC(C)(C)c1ccc(NC(=O)C2CCCN(c3cnccn3)C2)cc1 (centres undefined),-13,·,0.6,12,-1,10,34,13,11,-3,106
CCOC(=O)CN1C(=O)C(O)(C2CCc3ccccc3C2=O)c2ccccc21 (centres undefined),-17,·,-0.2,-10,6,5,3,17,4,-4,106
CCOC(=O)CC(=O)CSc1nc(-c2ccccc2)cc(-c2ccc(Cl)cc2)c1C#N,68,-8,-0.8,-8,2,-2,14,-68,4,-2,94
Cc1nc(NC(=O)COC(=O)C2CC3CCCC(C2)C3=O)c(Cl)cc1Cl (centres undefined),-13,11,0.1,5,-2,1,-3,13,-9,0,93
CN(C)S(=O)(=O)c1ccc(C(=O)NCC(=O)N/N=C/c2ccco2)cc1,-19,7,0.1,0,3,-8,-1,19,0,-2,101
Cc1cc(C(=O)Nc2ccc(N3CCCC3)c(Cl)c2)ccc1[N+](=O)[O-],64,-14,1.0,-1,-11,50,17,-64,-12,4,89
COc1ccccc1-n1cc(-c2ccccc2)[nH]c1=S,·,49,2.2,-3,-5,-13,-9,·,7,0,96
O=C(N/N=C/c1ccc(N2CCOCC2)cc1)c1ccc(O)cc1,·,17,-0.3,0,-7,7,-9,·,-1,6,97
COc1cccc(C(=O)OCC(=O)c2ccc(Br)s2)c1,8,2,-1.5,-1,-6,6,-3,·,-2,0,110
Cc1sc2ncnc(N3CCC(C(=O)NNC(=O)COc4ccc(Cl)cc4)CC3)c2c1C,55,·,-1.8,2,-10,-7,-9,-55,7,3,92
O=C(O)C1C2CCC(O2)C1C(=O)Nc1ccc(F)c(Cl)c1 (centres undefined),8,13,-0.1,6,-8,10,6,-8,6,-2,100

# 15 successive compounds out of the list so far, quoted:
SMILES,SR-BI DiI inh,SUMO Mot1 rescue,CDK5 inh,PKA-R1A act,dFosB activator,MITF TRPM1 HTS,Arrestin-AP2 inh,SR-BI uptake up,PKA-R2B act,NSD2 inh,DSG3 Ab inh
CCN(CC)c1ccc(/C=N/NS(=O)(=O)c2ccc(CNC(C)=O)cc2)cc1,4,-1,0.2,-1,-6,-16,0,-4,-3,1,108
O=C(CSc1nnnn1-c1ccccc1)Nc1ccc(N2CCOCC2)c(Cl)c1,4,-11,2.2,6,3,-5,-20,-4,2,-2,100
CCOc1ccc(C(=O)CCCC(=O)c2ccc(OCC)cc2)cc1,-8,3,1.2,-1,-7,·,11,8,-3,-5,94
CC[C@@H](C)[C@H](N)C(=O)NC[C@H]1O[C@@H](n2cnc3c(N)ncnc32)[C@H](O)[C@@H]1O,-10,·,0.5,-9,-8,6,9,10,-7,·,101
CC(C)(C)c1ccc(NC(=O)C2CCCN(c3cnccn3)C2)cc1 (centres undefined),-13,·,0.6,12,-1,10,34,13,11,-3,106
CCOC(=O)CN1C(=O)C(O)(C2CCc3ccccc3C2=O)c2ccccc21 (centres undefined),-17,·,-0.2,-10,6,5,3,17,4,-4,106
CCOC(=O)CC(=O)CSc1nc(-c2ccccc2)cc(-c2ccc(Cl)cc2)c1C#N,68,-8,-0.8,-8,2,-2,14,-68,4,-2,94
Cc1nc(NC(=O)COC(=O)C2CC3CCCC(C2)C3=O)c(Cl)cc1Cl (centres undefined),-13,11,0.1,5,-2,1,-3,13,-9,0,93
CN(C)S(=O)(=O)c1ccc(C(=O)NCC(=O)N/N=C/c2ccco2)cc1,-19,7,0.1,0,3,-8,-1,19,0,-2,101
Cc1cc(C(=O)Nc2ccc(N3CCCC3)c(Cl)c2)ccc1[N+](=O)[O-],64,-14,1.0,-1,-11,50,17,-64,-12,4,89
COc1ccccc1-n1cc(-c2ccccc2)[nH]c1=S,·,49,2.2,-3,-5,-13,-9,·,7,0,96
O=C(N/N=C/c1ccc(N2CCOCC2)cc1)c1ccc(O)cc1,·,17,-0.3,0,-7,7,-9,·,-1,6,97
COc1cccc(C(=O)OCC(=O)c2ccc(Br)s2)c1,8,2,-1.5,-1,-6,6,-3,·,-2,0,110
Cc1sc2ncnc(N3CCC(C(=O)NNC(=O)COc4ccc(Cl)cc4)CC3)c2c1C,55,·,-1.8,2,-10,-7,-9,-55,7,3,92
O=C(O)C1C2CCC(O2)C1C(=O)Nc1ccc(F)c(Cl)c1 (centres undefined),8,13,-0.1,6,-8,10,6,-8,6,-2,100

# Next records follow.
SMILES,SR-BI DiI inh,SUMO Mot1 rescue,CDK5 inh,PKA-R1A act,dFosB activator,MITF TRPM1 HTS,Arrestin-AP2 inh,SR-BI uptake up,PKA-R2B act,NSD2 inh,DSG3 Ab inh
Cc1ccsc1CN(C(=O)c1ccccc1)C1CCS(=O)(=O)C1 (centres undefined),0,8,-1.4,1,1,3,-7,0,1,0,97
O=C(O)C1=C[C@H](c2ccc(Br)cc2)C[C@H](OCCCCO)O1,-31,28,-0.5,-7,1,·,23,31,-3,·,101
O=C(CNS(=O)(=O)c1ccc(Br)s1)NCCc1ccc(Cl)cc1,·,8,-3.4,-2,1,2,-1,·,-14,-6,105
CCOC(=O)C1CCN(C(=O)CN2C(=O)NC3(CCCCC3)C2=O)CC1,-29,-13,1.0,-14,7,3,-3,29,-4,-1,97
CSCC[C@H](NC(=O)OC(C)(C)C)c1nnc(SCC(=O)N(C)C)o1,-24,-13,0.9,-6,-1,-5,1,24,8,-2,105
COC(=O)CN(c1ccc(C)cc1)S(=O)(=O)c1ccc(F)cc1,11,-22,0.9,1,4,0,-20,-11,7,-6,101
CCCCN1CC(C(=O)NCc2ccc(C)cc2)CC1=O (centres undefined),-25,5,3.9,-1,0,0,3,25,-1,0,106
CCN(C(=O)C(C)OC(=O)CCCNC(=O)c1ccc(Cl)cc1)c1ccccc1 (centres undefined),9,-9,-2.2,-2,-5,5,-3,-9,-8,-2,96
